# Source: PubChem (several laboratories)
# MLLE-PAM2 inh: inhibitors of microRNA-mediated deadenylation, human PABP1 MLLE binding. P11940. GST-MLLE / FITC-PAM2 fluorescence polarization. AID 588489. inhibition, % at 20 µM. 360,000 compounds, 0.36% hits; in the data active means inhibition above about 35%, passing the limit was not always enough;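 further: plate controls were DMSO wells with GST-MLLE for no effect and wells lacking GST-MLLE protein for full effect; some results filed as inactive read as strong as hits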
# TbMetRS inhib: Trypanosoma brucei MetRS inhibition; purified T. brucei MetRS, ATP depletion, Kinase-Glo luminescence; inhibition, % at 11.9 µM; 360,000 compounds, 0.4% hits;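 active means inhibition above a per-plate cutoff of the control wells' mean inhibition plus 3 SD, cut at about 5.5% in these data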;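 further: 0% = DMSO wells median and 100% = median of wells with control inhibitor compound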
#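 Dosing: 11.9 µM compound single dose, 0.9% DMSO; Assay system: purified T. brucei MetRS enzyme; Measured by: Kinase-Glo luciferase luminescence reporting remaining unconsumed ATP; Schedule: 15 min plus 2 h at 25 °C.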
# DNMT1 block: blocks human DNA methyltransferase DNMT1; DNMT1 molecular beacon, Hinp1I cleavage, fluorescence; AID 588458; inhibition (reported as % activation of signal), % at 10 µM; 360,000 compounds, 0.83% hits; P26358; in the data active means inhibition above about 50%
# NadD inh: blocks S. aureus nicotinate mononucleotide adenylyltransferase | inhibition, % at 20 µM | 360,000 compounds, 0.78% hits | AID 602399 | purified NadD enzyme, colorimetric absorbance read-out; in the data active means inhibition above about 26%; further: some compounds past the cut are filed as inactive
# CSN inh: CSN deneddylation inhibition | Purified CSN, SCF-Nedd8-OG deneddylation, fluorescence polarization | Q92905 | AID 651999 | inhibition, % at 12.5 µM | 360,000 compounds, 0.38% hits;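 active means pattern-corrected inhibition above about 35%, with an unprinted fluorescence ratio check between 0.5 and 1.5, limit read from the data, passing the limit was not always enough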;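 further: 0% = enzyme with substrate and 100% = substrate without enzyme; some results filed as inactive read as strong as hits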
#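 Material: purified human Csn5 enzyme expressed in HEK293T cells / Medium: Tris buffer pH 7.5, NaCl, DTT, Tween-20, trehalose, ovalbumin / Compound dosing: 12.5 µM single point / Schedule: 90 min incubation of compound, enzyme and substrate at room temperature / Signal: fluorescence polarization of the substrate / Control set: no-enzyme wells high, enzyme-with-substrate wells low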
# STEP inh: blocks human striatal-enriched tyrosine phosphatase | P54829 | recombinant STEP, OMFP fluorogenic substrate, fluorescence | inhibition, % at 20 µM | 360,000 compounds, 0.25% hits | AID 588621;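 active means inhibition at 20 µM, scaled per plate between control wells, above about 37%, limit read from the data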;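 further: 0% = DMSO with enzyme and substrate and 100% = substrate only without enzyme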
#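 material = STEP tyrosine phosphatase | reagent = fluorogenic phosphatase substrate OMFP at 25 µM final | doses = single compound dose of 20 µM, 1% DMSO final | schedule = 20 min reaction, room temperature, in the dark | measured by = fluorescence, 480/540 nm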
# Scp-1 inhibitor: Scp-1 (human) phosphatase inhibition | Q9GZU7 | Recombinant Scp1, phosphopeptide, malachite green phosphate absorbance | inhibition, % at 20 µM | 340,000 compounds, 0.88% hits;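 active means inhibition above about 50% at 20 µM, limit read from the data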;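 further: plate controls were DMSO wells with enzyme for no effect and wells lacking enzyme for full effect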
# Target sequence (Q9GZU7 76-261 limits assumed): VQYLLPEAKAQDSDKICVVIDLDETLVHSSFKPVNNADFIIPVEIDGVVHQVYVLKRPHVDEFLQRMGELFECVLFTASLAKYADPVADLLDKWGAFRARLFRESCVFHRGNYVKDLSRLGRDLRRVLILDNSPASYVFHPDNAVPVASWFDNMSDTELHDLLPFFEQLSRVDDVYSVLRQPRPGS
#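 Times: enzyme reaction 45 min at room temperature, colour 5 min, stabilisation 30 min. Material: SCP-1 catalytic fragment, aa 76-261. Medium: Acidic Tris acetate buffer with magnesium and detergent. Signal: colorimetric free-phosphate detection, absorbance 630 nm. Read-out basis: % inhibition of SCP-1 phosphate liberation. Reagent: Phosphorylated 17-residue peptide substrate.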
# LMPTP block: LMPTP (human) inhibition. P24666. recombinant LMPTP-A, OMFP fluorogenic substrate, fluorescence intensity. inhibition, % at 20 µM. 360,000 compounds, 0.22% hits;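 active means compounds that cut the enzyme signal by at least half of the control window in the single-dose screen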;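 further: plate controls were DMSO wells with enzyme plus substrate for no effect and substrate without enzyme for full effect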
# Target sequence (P24666 whole entry, looked up): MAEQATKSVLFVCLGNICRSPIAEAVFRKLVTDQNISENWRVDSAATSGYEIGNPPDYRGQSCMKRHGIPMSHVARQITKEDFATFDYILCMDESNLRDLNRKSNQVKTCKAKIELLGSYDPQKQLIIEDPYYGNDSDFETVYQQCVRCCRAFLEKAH
#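 Test system: LMPTP-A phosphatase enzyme; input: 0.625 nM LMPTP-A final; reagent: OMFP substrate, 400 µM final; compound dosing: 20 µM single dose, 3% DMSO; incubation: 50 min dark incubation at room temperature; measured by: endpoint fluorescence intensity from OMFP dephosphorylation; measure: % inhibition relative to no-enzyme and uninhibited control wells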
# SUMO1-SIM PPI: alters human SUMO1 binding to SIM partners; P63165; AID 602429; SUMO1 binding to a labelled peptide, TR-FRET, 1 h; inhibition, % at 20 µM; 360,000 compounds, 0.33% hits; in the data active means inhibition above about 37%
# Target sequence (P63165 whole entry, looked up): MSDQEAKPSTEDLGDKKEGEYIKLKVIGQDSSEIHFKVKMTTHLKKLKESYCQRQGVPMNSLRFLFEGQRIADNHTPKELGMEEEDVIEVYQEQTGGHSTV
# Rpn11 inh: Rpn11 (human) deubiquitinase inhibition; AID 588493; 360,000 compounds, 0.59% hits; O00487; calls only at 20 µM; human 26S proteasome, Ub4-pepOG fluorescence polarization; 20S core pre-blocked with epoxomicin;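 active means inhibition at 20 µM, scaled to each plate's controls, above about 33%, limit read from the data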
# Target sequence (O00487 whole entry, looked up): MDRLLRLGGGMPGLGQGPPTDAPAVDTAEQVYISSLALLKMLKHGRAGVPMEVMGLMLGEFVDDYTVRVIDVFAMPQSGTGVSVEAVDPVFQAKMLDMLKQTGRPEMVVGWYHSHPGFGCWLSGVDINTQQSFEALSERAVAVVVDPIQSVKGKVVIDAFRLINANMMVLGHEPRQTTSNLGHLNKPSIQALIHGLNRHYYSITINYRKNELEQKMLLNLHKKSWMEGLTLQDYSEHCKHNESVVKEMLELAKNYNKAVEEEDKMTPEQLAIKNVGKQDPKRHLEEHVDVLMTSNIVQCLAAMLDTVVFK
# * marks the source's active call; other numbers are inactive results; i = inactive; / = not tested or not shown.
# Values in the order – MLLE-PAM2 inh	TbMetRS inhib	DNMT1 block	NadD inh	CSN inh	STEP inh	Scp-1 inhibitor	LMPTP block	SUMO1-SIM PPI	Rpn11 inh
- COc1ccccc1CNC(=O)CN1CCC(n2cnc3cc(F)ccc32)CC1
 : 12	-0.7	1	-6	3	-2	-8	-0.8	-2	i
- Fc1ccc(NC(=S)Nc2cccc3cnccc23)cc1
 : 32	-0.2	-11	-2	26	-1	-9	1.0	-5	i
- Cc1nn(C)c(C)c1CNC(=O)Nc1cccc(Cl)c1
 : 1	-1.4	1	-5	2	-3	-2	-0.5	-4	i
- Cc1ccc(C(NC(=O)N2CCN(C)CC2)C(Cl)Cl)cc1F (centres undefined)
 : 7	-0.1	0	-4	4	1	-5	-3.8	4	i
- O=C(N/N=C/c1ccc(Br)s1)c1cccc([N+](=O)[O-])c1
 : 18	-0.2	71*	6	23	94*	99*	91*	31	/
- COc1ccc(NC(=O)CN(C)C(=O)Cc2ccc(-c3ccccc3)cc2)cc1
 : -10	-0.3	-14	2	2	0	-6	3.4	2	i
- CCC1CCCCN1CCCNC(=O)c1ccc(CS(=O)(=O)c2ccc(Br)cc2)o1 (centres undefined)
 : 10	-0.3	-2	-1	1	0	-13	-1.0	-2	i
- CCc1cc(C(=O)N=Nc2c(O)[nH]c3c(Br)cc(Br)cc23)c2ccccc2n1
 : -5	-0.9	-40	54*	6	-3	8	2.3	-6	i
- CC(C)C(=O)N1c2ccccc2NC2=C(C(=O)CCC2)C1c1ccc(N(C)C)cc1 (centres undefined)
 : 9	0.5	-4	3	7	-1	-5	-1.4	5	i
- Cc1c(NC(=S)Nc2ccccc2)c(=O)n(-c2ccccc2)n1C
 : 15	-0.2	3	1	-3	-1	-5	-0.9	-3	i
- CC(Oc1ccccc1Cl)C(=O)N1CCOCC1 (centres undefined)
 : 5	-0.5	8	-7	5	-5	-8	-0.5	1	i
- O=[N+]([O-])c1ccc2ncnc(Nc3ccc4c(c3)OCCO4)c2c1
 : 2	-1.1	1	-2	-4	1	-1	-0.9	-18	i
- CCN1CCN(C(c2ccc(F)cc2)c2nnnn2Cc2ccc3c(c2)OCO3)CC1 (centres undefined)
 : 17	2.8	1	-6	0	2	0	-0.6	1	i
- O=C(Nc1ccc(Oc2ccccc2)nc1)C1CCCCN1Cc1ccc(OCCO)cc1 (centres undefined)
 : -11	-0.8	-16	-5	3	-1	-2	-0.1	0	i
- Fc1ccc(-c2csc3ncnc(N4CCN(Cc5ccccc5)CC4)c23)cc1
 : -7	0.0	-7	-2	1	0	-2	3.5	8	i

# Additional records:
# Short keys – A = MLLE-PAM2 inh; B = TbMetRS inhib; C = DNMT1 block; D = NadD inh; E = CSN inh; F = STEP inh; G = Scp-1 inhibitor; H = LMPTP block; I = SUMO1-SIM PPI; J = Rpn11 inh
CSc1cccc(NC(=O)C2CC(=O)N(Cc3ccccc3)C2)c1 (centres undefined)
  A: -26 | B: 0.6 | C: 0 | D: 0 | E: 1 | F: 0 | G: -7 | H: -0.7 | I: 4 | J: i

O=C(COC(=O)CC1CCCC1)Nc1ccccc1[N+](=O)[O-]
  A: 8 | B: -0.1 | C: 4 | D: -3 | E: -6 | F: 1 | G: -1 | H: 0.7 | I: -29 | J: i

COc1ccc2nc(Nc3ccc4c(c3)OCO4)sc2c1
  A: -4 | B: 0.1 | C: -4 | D: 4 | E: 5 | F: -6 | G: -8 | H: 0.3 | I: 0 | J: i

N#Cc1ccc(OCC(=O)Nc2cc(S(=O)(=O)N3CCCCC3)ccc2N2CCCCC2)cc1
  A: -3 | B: -0.2 | C: 21 | D: 9 | E: -3 | F: 1 | G: -9 | H: -0.3 | I: 0 | J: i

CCCCCCCCNS(=O)(=O)CCNC1CCCCC1
  A: -4 | B: 0.3 | C: 2 | D: -4 | E: -3 | F: 0 | G: 1 | H: -1.7 | I: -1 | J: i

COc1ccc(NC(=O)/C=C/c2ccc3c(c2)OCO3)cc1
  A: 0 | B: -0.3 | C: 1 | D: -1 | E: -5 | F: 0 | G: -1 | H: 0.4 | I: -1 | J: i

CC1(C(=O)NS(=O)(=O)c2ccc(C#N)cc2)CCN1C(=O)CCc1ccc(Cl)cc1Cl (centres undefined)
  A: -3 | B: 0.6 | C: 3 | D: 1 | E: 2 | F: -1 | G: / | H: -2.7 | I: 6 | J: i

O=[N+]([O-])c1ccc2nc(SCc3ccccc3Cl)sc2c1
  A: -7 | B: 0.0 | C: 1 | D: 2 | E: -4 | F: 3 | G: -11 | H: 2.3 | I: -7 | J: i

CC(NC(=O)C1CCN(S(=O)(=O)c2cccc3cccnc23)CC1)c1ccccc1 (centres undefined)
  A: -5 | B: 0.5 | C: 7 | D: 2 | E: -6 | F: 0 | G: 6 | H: 0.5 | I: 0 | J: i

COc1ccc2nc(N/C(N)=N/C(=S)Nc3c(C)cccc3C)nc(C)c2c1
  A: 31 | B: 0.3 | C: 7 | D: 9 | E: 3 | F: 4 | G: 4 | H: 3.0 | I: -8 | J: i

CCOC(=O)CCCNC(=O)COC(=O)[C@@H]1CCCN1S(=O)(=O)c1ccc(Cl)cc1
  A: 12 | B: -0.9 | C: 0 | D: -7 | E: -11 | F: 0 | G: -5 | H: -2.5 | I: 0 | J: i

O=S(=O)(c1ccc(Oc2ncnc3scc(-c4ccccc4)c23)cc1)N1CCOCC1
  A: -9 | B: 1.3 | C: 0 | D: -4 | E: 8 | F: -1 | G: 6 | H: 1.7 | I: -5 | J: i

CC(C)=CCn1c2ccc(NC(=O)Nc3cccnc3)cc2c(=O)n1C
  A: 2 | B: 0.5 | C: -7 | D: -5 | E: -1 | F: -2 | G: / | H: 0.5 | I: 2 | J: i

CN(C)c1ccc(C(=S)NC2CCCCC2)cc1
  A: 34 | B: -0.3 | C: -2 | D: -2 | E: 7 | F: 14 | G: 2 | H: -0.6 | I: -1 | J: i

COc1ccccc1NC(=O)Cn1nc(C)n2cccc2c1=O
  A: -5 | B: -1.0 | C: -1 | D: -1 | E: 2 | F: 0 | G: -5 | H: -0.7 | I: 1 | J: i

N#C/C(=C\c1cc([N+](=O)[O-])c(N2CCCCC2)cc1N1CCCCC1)c1nn(-c2ccccc2)c(N)c1C#N
  A: -29 | B: -1.2 | C: -5 | D: 42* | E: -6 | F: 1 | G: -7 | H: 4.5 | I: -7 | J: i

O=c1nc(SCc2cccc(C(F)(F)F)c2)nc2ccccn12
  A: 8 | B: -0.1 | C: 21 | D: 2 | E: -3 | F: 1 | G: -8 | H: 0.3 | I: 7 | J: i

COc1ccccc1C1CC(c2ccco2)=NN1c1ccccc1 (centres undefined)
  A: 1 | B: -1.1 | C: -3 | D: 7 | E: 15 | F: 2 | G: -11 | H: 3.1 | I: 1 | J: i

CCC(C)(C)NC(=S)Nc1ccccc1C
  A: 25 | B: -0.1 | C: -1 | D: -11 | E: -1 | F: 0 | G: 25 | H: -0.3 | I: 0 | J: i

O=C(Nc1ccc(N2CCCC2)cc1)c1ccc(Br)cc1
  A: 3 | B: -0.4 | C: 58* | D: 29* | E: 7 | F: 2 | G: -1 | H: 8.9 | I: -54 | J: i

Cn1c(SCC(=O)N2CC(=O)Nc3ccccc32)nnc1C(F)(F)F
  A: -4 | B: -0.3 | C: 0 | D: 3 | E: -1 | F: 0 | G: -3 | H: -0.3 | I: 0 | J: i

CC(C)c1ccccc1NC(=O)COC(=O)Cc1c[nH]c2ccccc12
  A: 6 | B: 0.2 | C: 2 | D: -6 | E: -11 | F: -1 | G: -1 | H: 0.3 | I: -3 | J: i

COc1cc(C(=O)Nc2cc(C(F)(F)F)ccc2N2CCOCC2)ccc1OCC(=O)N1CCOCC1
  A: -27 | B: -0.3 | C: 0 | D: 4 | E: 7 | F: 1 | G: -4 | H: -1.7 | I: 3 | J: i

COc1ccc(NS(=O)(=O)c2cccc(C(=O)N(C)Cc3ccc(SC)cc3)c2)cc1
  A: -6 | B: -0.3 | C: -8 | D: -2 | E: -4 | F: -3 | G: -5 | H: -6.8 | I: -40 | J: i

CN1C(=O)CC(N2CCC(c3nc4ccccc4[nH]3)CC2)C1=O (centres undefined)
  A: 15 | B: 0.2 | C: -11 | D: 4 | E: -6 | F: -2 | G: 10 | H: -1.0 | I: 0 | J: i

COc1ccc(/C=C/C(=O)OCC(=O)N(C)CC(=O)Nc2ccc(C)cc2)c(OC)c1
  A: -4 | B: -0.2 | C: 2 | D: -5 | E: 0 | F: -2 | G: -5 | H: 0.4 | I: -23 | J: i

CNc1cc(CSc2ccc(Cl)cc2)nc(C)n1
  A: -2 | B: -0.4 | C: 2 | D: 3 | E: -9 | F: 1 | G: -3 | H: 1.9 | I: 1 | J: i

Cc1cccc(C)c1NC(=O)c1c(C)nn(-c2ccccc2)c1Cl
  A: 0 | B: 0.6 | C: -1 | D: -3 | E: -1 | F: 3 | G: -8 | H: -1.6 | I: 1 | J: i

# Exported as comma-separated lines: 8 of the compounds above.
structure,MLLE-PAM2 inh,TbMetRS inhib,DNMT1 block,NadD inh,CSN inh,STEP inh,Scp-1 inhibitor,LMPTP block,SUMO1-SIM PPI,Rpn11 inh
Cn1c(SCC(=O)N2CC(=O)Nc3ccccc32)nnc1C(F)(F)F,-4,-0.3,0,3,-1,0,-3,-0.3,0,i
CC(C)c1ccccc1NC(=O)COC(=O)Cc1c[nH]c2ccccc12,6,0.2,2,-6,-11,-1,-1,0.3,-3,i
COc1cc(C(=O)Nc2cc(C(F)(F)F)ccc2N2CCOCC2)ccc1OCC(=O)N1CCOCC1,-27,-0.3,0,4,7,1,-4,-1.7,3,i
COc1ccc(NS(=O)(=O)c2cccc(C(=O)N(C)Cc3ccc(SC)cc3)c2)cc1,-6,-0.3,-8,-2,-4,-3,-5,-6.8,-40,i
CN1C(=O)CC(N2CCC(c3nc4ccccc4[nH]3)CC2)C1=O (centres undefined),15,0.2,-11,4,-6,-2,10,-1.0,0,i
COc1ccc(/C=C/C(=O)OCC(=O)N(C)CC(=O)Nc2ccc(C)cc2)c(OC)c1,-4,-0.2,2,-5,0,-2,-5,0.4,-23,i
CNc1cc(CSc2ccc(Cl)cc2)nc(C)n1,-2,-0.4,2,3,-9,1,-3,1.9,1,i
Cc1cccc(C)c1NC(=O)c1c(C)nn(-c2ccccc2)c1Cl,0,0.6,-1,-3,-1,3,-8,-1.6,1,i
